Screening results as filed in PubChem.
Dyrk1A ADPGlo – blocks rat Dyrk1A kinase activity. Q63470. ADP-Glo luminescence, NFATc1 peptide. inhibition, % at 12.5 µM. actives 0.43% (n = 310,000); in the data active = inhibition above about 50%;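 note: plate controls were vehicle with enzyme for no effect and no enzyme for full effect; many of its hits are not listed in these tables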
KCNK3 block – human KCNK3 channel inhibition, primary screen. actives 0.84% (n = 340,000). B-score at 10 µM. CHO-KCNK3 thallium flux, FluxOR fluorescence; stronger effect = lower value;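 active = B-score under library mean minus 4 SD, starting fluorescence ratio at most library mean plus 5 SD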;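 note: more negative B-score means stronger inhibition of thallium flux through KCNK3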
Target sequence (O14649 whole entry, looked up): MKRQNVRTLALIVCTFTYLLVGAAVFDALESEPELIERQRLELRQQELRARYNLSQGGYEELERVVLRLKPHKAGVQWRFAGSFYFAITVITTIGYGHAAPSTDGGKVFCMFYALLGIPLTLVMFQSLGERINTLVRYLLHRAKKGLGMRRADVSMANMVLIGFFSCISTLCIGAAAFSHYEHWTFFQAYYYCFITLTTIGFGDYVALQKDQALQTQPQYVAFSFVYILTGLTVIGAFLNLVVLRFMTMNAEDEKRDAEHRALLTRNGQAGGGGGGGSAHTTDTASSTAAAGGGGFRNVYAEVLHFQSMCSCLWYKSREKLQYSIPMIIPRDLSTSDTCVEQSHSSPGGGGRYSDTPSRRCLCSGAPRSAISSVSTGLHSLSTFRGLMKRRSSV
GSK3 alpha inh – human GSK-3 alpha kinase inhibition | P49840 | ADP-Glo luminescence, 60 min | inhibition, % at 10 µM | actives 0.1% (n = 320,000) | AID 2650;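 in the data active = inhibition above about 50%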;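 note: GST-tagged GSK-3 alpha with peptide substrate and 25 µM ATP; 0% = DMSO neutral wells and 100% = GW8510 positive control wells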
Target sequence (P49840 whole entry, looked up): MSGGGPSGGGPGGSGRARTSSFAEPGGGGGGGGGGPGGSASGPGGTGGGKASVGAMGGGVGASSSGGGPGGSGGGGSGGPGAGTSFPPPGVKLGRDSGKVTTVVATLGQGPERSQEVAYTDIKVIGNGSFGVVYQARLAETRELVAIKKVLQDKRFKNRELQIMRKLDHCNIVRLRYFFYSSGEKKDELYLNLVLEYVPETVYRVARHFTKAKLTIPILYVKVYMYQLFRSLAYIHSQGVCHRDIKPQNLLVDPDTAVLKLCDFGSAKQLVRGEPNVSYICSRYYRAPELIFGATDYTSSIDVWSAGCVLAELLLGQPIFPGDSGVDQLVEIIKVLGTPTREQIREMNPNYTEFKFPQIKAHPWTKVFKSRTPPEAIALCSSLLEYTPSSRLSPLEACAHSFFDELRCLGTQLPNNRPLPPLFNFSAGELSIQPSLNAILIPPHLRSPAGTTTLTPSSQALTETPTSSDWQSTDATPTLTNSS
* = called active by the depositor; i = inactive. The list is partial. The share of hits here may be higher or lower than overall.

SMILES	Dyrk1A ADPGlo	KCNK3 block	GSK3 alpha inh
C[C@@H]1COC(=O)[C@@H](CC(=O)OC(C)(C)C)C/C=C\C[C@@H](CC(=O)N(CCO)Cc2ccccc2)C(=O)N1	0	i	-1
CC(OC(=O)c1cnc(Cl)c(Cl)c1)C(=O)NCc1ccccc1 (stereo not given)	-1	i	-2
CC[C@@]1(c2ccccc2OC)ON(c2ccccc2C(F)(F)F)C1=O	5	i	4
Cc1nn(-c2cccc(Cl)c2)nc1C(=O)Nc1cccc(C(=O)NC2CC2)c1	5	i	3
COC(=O)[C@]1(Cc2ccccc2)N[C@H](CN(C)C(=O)Nc2ccc(C)cc2)[C@@H]2C(=O)N(C)C(=O)[C@@H]21	0	i	-2
CC(NC(=S)NC(=O)c1cccs1)c1ccccc1 (stereo not given)	1	i	-2
Cc1cccc(C(=O)N[C@H](C(=O)Nc2ccc(C)c(S(=O)(=O)N3CCOCC3)c2)C(C)C)c1	1	i	1
N#Cc1ccccc1S(=O)(=O)N1CCN(C(=O)C2CCCCC2)CC1	5	i	-1
CCCCC1C(=O)N(c2ccccc2)N(c2ccc(O)cc2)C1=O (stereo not given)	9	-10*	-2
CCNc1nc(C#N)nc2c1ncn2-c1cc(F)cc(F)c1	5	i	-4
CS(=O)(=O)c1ccc(C(=O)OCC(=O)Nc2cccnc2Cl)cc1[N+](=O)[O-]	-3	i	0
Cc1ccc(S(=O)(=O)CCC(=O)OCc2nnc(-c3ccccc3Br)o2)cc1	-1	i	-1
O=C(Cn1c(=O)cnc2ccccc21)NNC(=O)c1ccc(Cl)cc1	0	i	0
O=C(CCN1C(=O)NC2(CCCC2)C1=O)Nc1cccc(S(=O)(=O)N2CCOCC2)c1	-7	i	7
CN(C(=O)CSc1nnc(-c2ccco2)n1Cc1ccccc1)C1CCS(=O)(=O)C1 (stereo not given)	0	i	11
COc1cc(-c2noc(C)c2C(=O)NCCCN2CCOCC2)cc(OC)c1OC	2	i	-2
CC1CCN(C(=O)COC(=O)c2ccc([N+](=O)[O-])o2)CC1	-2	i	-1
C=CC[C@H](CC(=O)N[C@H](CO)Cc1ccccc1)C(=O)N[C@@H](COC(=O)[C@@H](CC=C)CC(=O)OC(C)(C)C)Cc1c[nH]c2ccccc12	-3	i	0
c1ccc(CSc2nc3ncccn3n2)cc1	-8	i	-4
O=C(CSc1nc2[nH]c(=O)cc(O)c2s1)Nc1ccc(Cl)c(C(F)(F)F)c1	17	i	5
Cn1nnnc1SCC(=O)Nc1ccc(Br)cc1Br	-1	i	15
CCCCN(C(=O)c1cccc(-n2cnnn2)c1)c1c(N)n(CC(C)C)c(=O)[nH]c1=O	0	i	-2
Cc1ccc(CNC(=O)c2ccc(N3CCC4(CC3)CC(c3cccc(Br)c3)=NO4)c(NC(=O)c3ccc(Cl)c([N+](=O)[O-])c3)c2)cc1	-1	i	-2
CSCCC(NC(=O)c1ccccc1)C(=O)NCCCn1nc(C)cc1C (stereo not given)	5	i	-1
CC(=O)c1cc2c(cc1NC(=O)CN(C)S(=O)(=O)c1cccs1)OCO2	8	i	1
Cc1c(C2(O)CCCCC2)[nH]c2ccc(C#N)cc12	-4	i	1
CN(CC(=O)Nc1c(Cl)cccc1Cl)CC(=O)N(C)C1(C#N)CCCCC1	2	i	4
O=C1C=C(c2cccc3c2Oc2ccccc2S3)C[C@@H](c2ccc(Cl)cc2)C1	-3	i	-3
O=C1c2cccc3cccc(c23)C(=O)N1c1ccc2ncccc2c1	11	i	-1
CC(=O)Nc1ccc(SC[C@H](C)CN2CC[C@H](O)CCC2=O)cc1	2	i	-7
CCN1C(=O)[C@H]2[C@@H](c3ccc(-c4ccc(C(C)=O)cc4)c(OC)c3)N3CCCC[C@@]3(C(=O)OC)[C@H]2C1=O	2	i	-1
CC1(c2ccccc2Cl)NC(=O)N(CC(=O)Nc2ccc(N3CCOCC3)cc2)C1=O (stereo not given)	0	i	-2
CC(=O)c1ccc(OC(=O)C2CSC3(C)CCC(=O)N23)cc1 (stereo not given)	-3	i	1
Cc1ccc(C(=O)CN(CCC(=O)O)C(=O)c2ccncc2)cc1	-18	i	0
Nc1c(N(CCCO)C(=O)C2CCCC2)c(=O)[nH]c(=O)n1Cc1ccccc1	1	i	-1
COCCCNC(=O)Cn1cnc2c(OCc3ccccc3)ncnc21	2	i	-2
CCn1c(CCC(N)=O)nnc1SCC(=O)Nc1cccc(S(=O)(=O)N2CCCC2)c1	0	i	-4
COc1ccccc1C(CNC(=O)c1ccco1)N1CCCC1 (stereo not given)	-2	i	0
O=C(c1ccc(NC2=NC3CS(=O)(=O)CC3S2)cc1)N1CCN(C(=O)c2ccco2)CC1 (stereo not given)	2	i	0
CCOC(=O)[C@H]1[C@H]2COc3ccc(Cl)cc3[C@@H]2N2C(=O)CN(C)C(=O)[C@@]12C	-8	i	-1
O=C(COc1ccccc1F)NNC(=O)c1cc(Br)ccc1Cl	0	i	-3
COc1ccc([C@H]2CC(=O)C=C(c3cccc(Br)c3)C2)cc1	0	i	-1
C#CCOCCOCCOCCNc1nc(N2CCN(C(=O)CCCCCCCCCCNC(=O)[C@@H](CCSC)n3cc(CCO)nn3)CC2)nc(N2CCN(C(=O)CCCCCCCCCCNC(=O)[C@H]([C@@H](C)CC)n3cc(CCCCN=C(N)N)nn3)CC2)n1	-6	i	0
COc1ccc(C)cc1NC(=O)CCCN1C(=O)CN(C)C1=O	-1	i	-3
CN(CC(=O)Nc1ccc(Cl)c(C(F)(F)F)c1)C(=O)CCCc1nc2ccccc2c(=O)[nH]1	1	i	-1
CC(C)(C=O)C1=CC(=O)c2ccccc2C1=O	9	i	4
COc1ccc2nc(-c3ccccc3)cc(C(=O)OCC(=O)N3CC(C)OC(C)C3)c2c1 (stereo not given)	-4	i	-1
O=C(COC(=O)c1ccccc1O)NC(c1ccccc1)c1ccccc1	1	i	-1
CSc1cccc(NC(=O)C2CCCN2S(=O)(=O)c2ccc3c(c2)CCC(=O)N3)c1 (stereo not given)	-2	i	-1
CSc1ccc(/C=C/C(=O)OCC(=O)c2ccc[nH]2)cc1	-1	i	-9
C[C@H](O)Cc1cn(-c2cc3cc(C#Cc4ccsc4)ccc3oc2=O)nn1	1	i	-1
Cn1nnnc1Sc1ncnc2scc(-c3cccc(Br)c3)c12	14	i	0
CCCCNC(=O)COC(=O)c1ccc(Cl)c(S(N)(=O)=O)c1	2	i	-1
Cc1nn(C)c(C)c1NC(=O)COc1ccc(Cl)cc1	-2	i	-2
COc1ccc(NC(=O)COC(=O)CCc2ccc(S(=O)(=O)N3CCOCC3)cc2)c(OC)c1	6	i	-1
O=C(c1cnn(C(=O)CN2CCCC2=O)c1)c1ccccc1O	12	i	0
Cc1cccc(NC(=O)CSCC(=O)N(C)Cc2ccc(Cl)c(Cl)c2)c1	-6	i	0
Cc1ccc(NC(=O)C(c2ccccc2)N2CCN(CC(=O)NC3CC3)CC2)cc1 (stereo not given)	1	i	2
Cc1ccc(S(=O)(=O)N(C)CC(=O)NCC(=O)Nc2ccc(F)c(F)c2F)cc1	4	i	0
CC(C(=O)N1CCN(C(=O)c2ccco2)CC1)N1C(=O)NC2(CCCCC2C)C1=O (stereo not given)	-1	i	0

At a glance, part of the list above.
SMILES	Dyrk1A ADPGlo	KCNK3 block	GSK3 alpha inh
COc1cc(-c2noc(C)c2C(=O)NCCCN2CCOCC2)cc(OC)c1OC	2	i	-2
CC1CCN(C(=O)COC(=O)c2ccc([N+](=O)[O-])o2)CC1	-2	i	-1
C=CC[C@H](CC(=O)N[C@H](CO)Cc1ccccc1)C(=O)N[C@@H](COC(=O)[C@@H](CC=C)CC(=O)OC(C)(C)C)Cc1c[nH]c2ccccc12	-3	i	0
c1ccc(CSc2nc3ncccn3n2)cc1	-8	i	-4
O=C(CSc1nc2[nH]c(=O)cc(O)c2s1)Nc1ccc(Cl)c(C(F)(F)F)c1	17	i	5
Cn1nnnc1SCC(=O)Nc1ccc(Br)cc1Br	-1	i	15
CCCCN(C(=O)c1cccc(-n2cnnn2)c1)c1c(N)n(CC(C)C)c(=O)[nH]c1=O	0	i	-2
Cc1ccc(CNC(=O)c2ccc(N3CCC4(CC3)CC(c3cccc(Br)c3)=NO4)c(NC(=O)c3ccc(Cl)c([N+](=O)[O-])c3)c2)cc1	-1	i	-2
CSCCC(NC(=O)c1ccccc1)C(=O)NCCCn1nc(C)cc1C (stereo not given)	5	i	-1
CC(=O)c1cc2c(cc1NC(=O)CN(C)S(=O)(=O)c1cccs1)OCO2	8	i	1
Cc1c(C2(O)CCCCC2)[nH]c2ccc(C#N)cc12	-4	i	1
CN(CC(=O)Nc1c(Cl)cccc1Cl)CC(=O)N(C)C1(C#N)CCCCC1	2	i	4
O=C1C=C(c2cccc3c2Oc2ccccc2S3)C[C@@H](c2ccc(Cl)cc2)C1	-3	i	-3
O=C1c2cccc3cccc(c23)C(=O)N1c1ccc2ncccc2c1	11	i	-1
CC(=O)Nc1ccc(SC[C@H](C)CN2CC[C@H](O)CCC2=O)cc1	2	i	-7
CCN1C(=O)[C@H]2[C@@H](c3ccc(-c4ccc(C(C)=O)cc4)c(OC)c3)N3CCCC[C@@]3(C(=O)OC)[C@H]2C1=O	2	i	-1
CC1(c2ccccc2Cl)NC(=O)N(CC(=O)Nc2ccc(N3CCOCC3)cc2)C1=O (stereo not given)	0	i	-2
CC(=O)c1ccc(OC(=O)C2CSC3(C)CCC(=O)N23)cc1 (stereo not given)	-3	i	1

The listing continues.
SMILES	Dyrk1A ADPGlo	KCNK3 block	GSK3 alpha inh
CCSc1nc2c(c(=O)[nH]c(=O)n2C)n1C/C=C(/C)Cl	-3	i	-3
CCOc1ccc(C(=O)COC(=O)CNC(=O)C2CCCCC2)cc1	-2	i	-2
Cn1c(N)c(C(=O)COC(=O)Cc2cccc(C(F)(F)F)c2)c(=O)n(C)c1=O	7	i	-1
O=C(NC1CC1)C1CCN(S(=O)(=O)c2cc([N+](=O)[O-])ccc2Cl)CC1	1	i	-3
CC(=O)NC(c1cccs1)c1cc(F)c2cccnc2c1O (stereo not given)	-2	i	-1
O=S(=O)(Nc1cc(Cl)ccc1N1CCOCC1)c1ccccc1Cl	-2	i	1
Brc1ccc(CN2CC[C@H]3C=CCc4cccc(c43)C2)cc1	-1	i	-3
CCOC(=O)c1c(C)[nH]c(C(=O)OCC(=O)N2CCN(S(=O)(=O)c3ccc(C)cc3C)CC2)c1C	9	i	-2
O=c1ccc2ccc(O[C@@H]3O[C@H](CO[C@@H]4OC[C@](O)(CO)[C@H]4O)[C@@H](O)[C@H](O)[C@H]3O)cc2o1	11	i	0
COc1cc(OC)cc(C(=O)N[C@H](C(=O)OCC(=O)c2ccc(C)c([N+](=O)[O-])c2)C(C)C)c1	-1	i	-4
NC(=O)c1ccccc1NC(=O)c1cc(S(=O)(=O)N2CCCCC2)ccc1N1CCOCC1	6	i	-2
COc1cc(C#Cc2c(-c3cncn3C)n(C)c3ccc(-c4cc(OC)c(OC)c(OC)c4)cc23)cc(OC)c1	5	i	-3
CC(C)N1CCN(C(=O)c2ccc(NC(=O)c3ccc(Br)o3)cc2)CC1	-8	i	-4
COc1ccc(Cl)cc1NC(=O)CN(C)C(=O)C1CC1	-5	i	-1
CN(CC1COc2ccccc2O1)C(=O)CSc1ncccn1 (stereo not given)	7	i	1
O=C(COC(=O)c1ccc(Cl)nc1)NCc1ccc(F)cc1	2	i	-3
CN(C(=O)CSc1nc2scc(-c3ccccc3)c2c(=O)[nH]1)c1ccccc1	-4	i	-1
NS(=O)(=O)c1ccc(CCNC(=O)COC(=O)c2ccc([N+](=O)[O-])o2)cc1	-4	i	-7
C[C@H](CO)N1C[C@H](C)[C@H](CN(C)S(=O)(=O)c2ccccc2)Oc2c(NS(C)(=O)=O)cccc2C1=O	-2	i	1
COc1ccccc1NCC(=O)N1CCN(S(=O)(=O)c2ccccc2)CC1	-2	i	0
CCOC(=O)N1CCC(NC(=O)c2ccc3c(c2)N(C)CCS3)CC1	2	i	-3
CCC(CO)Oc1cc(NC(=O)c2ccc(C)cc2)c2ncn(C(C)C)c2c1 (stereo not given)	3	i	1
NC(=O)NCCCC(=O)O	-9	i	-2
CCC(CO)Oc1cc(NC(=O)c2cccc(F)c2)c2ncn(C(C)C)c2c1 (stereo not given)	13	i	0
Cc1ccc(S(=O)(=O)N2CCC(C(=O)Nc3ccc(C(C)C)cc3)CC2)cc1	3	i	10
O=C1CC(N2CCN(c3ccccc3)CC2)C(=O)N1c1ccc2c(c1)OCCO2 (stereo not given)	-4	i	7
COc1cc(/C=C/C(=O)OCC(=O)N2CCCc3ccccc32)ccc1O	-3	i	2
CCN(CC(=O)Nc1ccccc1OC)C(=O)c1ccc2[nH]c3c(c2c1)CC(C)CC3 (stereo not given)	2	i	-2
COc1ccc(C(=O)OCC(=O)c2ccc[nH]2)c(OC)c1	7	i	-4
Cn1c(NC(=O)CC(C)(C)C)cc(=O)n(C)c1=O	3	i	-1
O=C(NCCCN1CCCC1=O)c1cc(-c2ccc(F)cc2)nc2ccccc12	5	i	-2
O=C1C=C(O)c2cccc(O)c2C1=O	13	i	-1
COc1ccc2c(c1)C(=O)N1[C@H]3c4cc(OC)ccc4OC[C@@H]3[C@H](c3ccccc3)[C@]1(C)C(=O)N2	10	i	-4
Cc1ccc(SCC(=O)OCC(=O)NCCc2ccccc2)cc1	6	i	-1
CCc1ccc(OC)c(S(=O)(=O)NCc2cccs2)c1	1	i	0
O=C(COC(=O)c1ccc(F)c(S(=O)(=O)N2CCOCC2)c1)c1ccc(Cl)cc1	5	i	-2
COc1cccc(NC(=O)CN(C)C(=O)CC(NC(=O)c2ccccc2Cl)c2ccccc2)c1 (stereo not given)	0	i	0
CCOC(=O)/C=C1\SC(C)C(=O)N1CC(=O)N(CCC#N)c1ccccc1 (stereo not given)	4	i	0
